Assay outcomes deposited in PubChem BioAssay by several laboratories.
TNAP act hi DEA = TNAP (human) activation, high acceptor. P05186. purified TNAP, CDP-star luminescence, 1 M DEA, 30 min; hits give high values; 0 = EDTA background, 1 = DMSO-only activity. activation factor at 20 µM. 200,000 tested, under 10 active. AID 1136;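 active = activation factor at least 2 at 20 µM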
Target sequence (P05186 whole entry, looked up): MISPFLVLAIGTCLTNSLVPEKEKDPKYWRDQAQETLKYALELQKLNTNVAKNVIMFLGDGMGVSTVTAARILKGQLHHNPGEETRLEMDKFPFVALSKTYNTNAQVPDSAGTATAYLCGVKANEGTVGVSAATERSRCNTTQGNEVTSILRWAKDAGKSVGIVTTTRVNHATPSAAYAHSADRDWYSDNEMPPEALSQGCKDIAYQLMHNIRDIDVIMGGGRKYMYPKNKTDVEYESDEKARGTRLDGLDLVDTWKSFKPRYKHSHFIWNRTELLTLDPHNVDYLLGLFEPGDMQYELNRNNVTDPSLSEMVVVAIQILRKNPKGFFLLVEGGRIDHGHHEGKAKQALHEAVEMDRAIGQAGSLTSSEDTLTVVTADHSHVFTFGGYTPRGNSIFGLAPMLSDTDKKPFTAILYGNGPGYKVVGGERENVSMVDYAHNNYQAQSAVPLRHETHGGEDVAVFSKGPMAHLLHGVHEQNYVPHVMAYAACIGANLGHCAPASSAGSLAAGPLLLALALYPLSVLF
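Control set: EDTA negative control, DMSO positive control / Assay system: human TNAP / Quantity: TNAP 1/800 final / Evaluation: TNAP activation factor scaled between EDTA and DMSO control wells / Measured by: luminescent substrate turnover signal / Compound dosing: one dose, 20 µM / Times: 30 min enzyme reaction at room temperature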
TR-FRET SRC-2 ct = TR-FRET artefact, counter-screen to PPARgamma/SRC-2 agonist assay | hits give high values | TR-FRET ratio at 8 µM | hit rate 0.4% among 200,000; in the data active = TR-FRET ratio above about 2000; also: inactives centre near 1500
STAT1 inh = reduces IFN-gamma driven STAT1 reporter signal. hit rate 0.35% among 200,000. NIH 3T3 STAT1-luciferase reporter, luminescence. inhibition, % at 5.5 µM;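 active = inhibition above a set limit, the mean inhibition across all tested compounds plus 3 SD, cut at about 34% in these data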;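 also: 0% = IFN-gamma with DMSO and 100% = IFN-gamma with 300 µM nifuroxazide; values of inactives mirror those of a sister screen read the other way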
PPARg SRC2 recr = agonists of SRC-2 recruitment by human PPARgamma. PPARgamma LBD-SRC-2 recruitment, biochemical. activation, % at 8 µM. hit rate 0.34% among 200,000. AID 1032; in the data active = activation above about 22%;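 also: 0% = vehicle and 100% = reference agonist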
PPARg SRC-3 ag = promotes SRC-3 coactivator recruitment by human PPARgamma; biochemical PPARgamma/SRC-3 coactivator recruitment assay; hit rate 0.26% among 200,000; activation, % at 8 µM; P37231; AID 731; in the data active = activation above about 23%;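 also: 0% = DMSO and 100% = reference agonist; some compounds past the cut are filed as inactive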
STAT3 inh = STAT3 signaling inhibition | AID 862 | hit rate 0.89% among 190,000 | U3A cells, IL-6 STAT3-luciferase reporter, luminescence; host cell line lacks STAT1 | inhibition, % at 5.5 µM;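 active = inhibition above the mean inhibition across all screened compounds plus 3 SD, cut at about 44% in these data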;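 also: 0% = DMSO only wells and 100% = 100 µM nifuroxazide control wells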
bIAP act = intestinal alkaline phosphatase (bovine) activation; purified bovine IAP, CDP-star luminescence, 30 min; hits give high values; fold of DMSO-control signal, blank-subtracted; activation factor at 20 µM; hit rate 0.17% among 200,000; AID 1016;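 active = activation factor of 2 or more at 20 µM, a signal rise over negative controls twice the positive control's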
PPARg SRC-1 ag = promotes SRC-1 coactivator recruitment by human PPARgamma. AID 631. activation, % at 8 µM. hit rate 0.41% among 200,000. PPARgamma-SRC-1 coactivator recruitment biochemical assay; in the data active = activation above about 19%;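 also: 0% = DMSO and 100% = reference agonist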
bIAP inh = blocks bovine intestinal alkaline phosphatase activity. purified bovine IAP, CDP-star luminescence, 30 min. inhibition, % at 20 µM. 190,000 tested, under 10 active;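 active = over 50% inhibition of intestinal alkaline phosphatase at 20 µM in the single-dose screen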
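Assay system: bovine IAP enzyme; medium: DEA buffer 100 mM, pH 9.8, with MgCl2 1.0 mM, ZnCl2 0.02 mM; doses: 20 µM single dose; incubation: enzyme reaction for 30 min at room temperature; detection: CDP-star luminescence signal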
STAT3 activator = activators of IL-6 induced STAT3 signaling; U3A cells, IL-6 STAT3-luciferase reporter, luminescence; 100% = signal with IL-6 EC80 alone; activation (% of control), % at 5.6 µM; hit rate 0.91% among 190,000; AID 871;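 active = activation above the screen-wide mean of compound activation plus 3 SD, cut at about 130% in these data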;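 also: 0% = background luminescence of wells with medium and substrate only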
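Material: STAT3-luciferase reporter U3A cells; Probe or stimulus: IL-6 (33 ng/mL); Incubation: compound pre-incubation 1 h before IL-6, then 6 h stimulation at 37 °C; Technique: luminescence from STAT3-driven luciferase reporter; Evaluation: % activation versus median of IL-6-stimulated wells; Controls: IL-6-only high control.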
ROMK primary = modulates human ROMK potassium channel activity. Tet-inducible ROMK, thallium flux fluorescence; actives lie on both sides. B-score at 10 µM. hit rate 2% among 130,000. AID 1918;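 active = signal ratio slope over the read window, or its plate-corrected B-score, at least 3 SD from the plate mean, either direction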;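 also: B-score of the F/F0 ratio slope over 7 to 12 s after thallium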
Target sequence (P48048 whole entry, looked up): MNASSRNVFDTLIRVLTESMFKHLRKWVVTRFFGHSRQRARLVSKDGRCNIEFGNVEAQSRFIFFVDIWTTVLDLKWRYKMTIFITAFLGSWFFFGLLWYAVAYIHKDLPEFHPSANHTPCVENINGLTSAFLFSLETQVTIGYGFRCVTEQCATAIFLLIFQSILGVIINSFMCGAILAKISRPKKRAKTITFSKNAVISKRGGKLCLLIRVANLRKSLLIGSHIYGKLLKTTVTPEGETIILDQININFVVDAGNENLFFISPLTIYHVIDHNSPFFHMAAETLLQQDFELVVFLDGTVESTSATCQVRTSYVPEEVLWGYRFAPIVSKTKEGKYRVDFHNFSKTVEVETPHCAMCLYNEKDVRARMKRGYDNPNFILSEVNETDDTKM
* hit, by the source's call; x = no result given.

Order of results: TNAP act hi DEA	TR-FRET SRC-2 ct	STAT1 inh	PPARg SRC2 recr	PPARg SRC-3 ag	STAT3 inh	bIAP act	PPARg SRC-1 ag	bIAP inh	STAT3 activator	ROMK primary
O=C(CN1CCC(NC(=O)Cc2ccccc2)CC1)Nc1cccc2ccccc12
 : 1	1655	7	1	-1	2	1	4	-3	104	-0.63
N#CC(C#N)=Cc1cc2ccccc2nc1N1CCCCC1
 : 1	1741	2	2	8	-1	1.1	-1	-7	101	-0.78
O=C(Oc1cccnc1)c1ccc([N+](=O)[O-])cc1
 : 1	1447	7	5	2	6	1	3	1	99	-1.4
COc1ccc2c(c1)nc(SCC(=O)c1cccs1)n2C
 : 1	1470	-15	10	2	14	1	-1	4	94	1.3
CC[n+]1ccc(C)c2cc(SC(F)(F)F)ccc21
 : 1	1614	-8	0	1	4	0.9	-5	6	99	x
Cc1nc2ccccc2nc1CN1CCC(CO)(CC2CCCCO2)CC1 (centres undefined)
 : 1.1	1343	-8	-3	-1	-4	0.9	3	8	108	0.76
Cc1cc2ccccn2c1C(=O)c1cccc([N+](=O)[O-])c1
 : 0.9	1555	-4	8	3	19	1	5	3	88	0.069
C=CCC1C=CCC(CC=C)N1C(=O)c1ccccc1[N+](=O)[O-] (centres undefined)
 : 1.1	1671	6	-7	5	3	1.6	5	-62	96	-0.017
CC1(C)C(CO)=CC(=O)C2=C1SCC(=O)N2
 : 1	1526	-1	12	1	-6	0.9	13	8	103	-0.0097
COc1ccc(NS(=O)(=O)c2ccc(N3CCCC3=O)cc2)cn1
 : 1	1374	20	-5	-2	18	1.1	-4	-10	92	2.3*
Cc1ccc(OCC(=O)Nc2ccc(N3CCOCC3)cc2)c([N+](=O)[O-])n1
 : 1	1509	10	11	6	7	1.1	6	-6	99	1.3
Cc1c(NC(=O)C(C)Oc2ncnc3ccccc23)c(=O)n(-c2ccccc2)n1C (centres undefined)
 : 1	1556	4	5	-2	-5	0.9	3	10	108	x
CC(C)N(Cc1nc(-c2ccccc2)no1)C(=O)CCCN1C(=O)c2ccccc2C1=O
 : 1	1690	-1	6	-3	9	1	3	4	95	x
CCCCOCC(O)CCc1n[nH]c(=S)n1-c1ccccc1 (centres undefined)
 : 1	1566	-6	-5	1	9	0.8	-1	16	95	0.0067
Cc1csc2ncc(C(=O)NCc3ccccc3Cl)c(=O)n12
 : 1	1821	-3	5	4	-2	0.9	15	7	102	x
Cc1cccc2c1-c1sc(C(=O)N3CCc4ccccc4C3)cc1CO2
 : 1.1	1508	-10	0	-3	10	1.1	1	-13	91	-0.04
C=CCn1c(COc2ccc(Cl)cc2)nnc1SCC(=O)N1CC(=O)Nc2ccccc21
 : 1.1	1506	-7	-6	-8	-7	1	-8	0	109	x
Cc1ccc(-c2nnn(CC(=O)N(c3ccccc3)C(C(=O)NC3CCCC3)c3ccco3)n2)o1 (centres undefined)
 : 1	1497	-1	1	0	0	0.8	4	15	102	x
Cc1ccc2nc(SC(C)C(=O)N3CCCC3)[nH]c2c1 (centres undefined)
 : 1	1394	-18	2	-7	-10	1.2	4	-19	113	x
COc1cccc(-n2nnc3c(=O)n(CC(=O)Nc4ccc(C)cc4)cnc32)c1
 : 1	1680	-4	6	5	4	1	6	2	105	0.36
O=C(CCC(=O)OCC(F)(F)C(F)F)Nc1ccc(F)cc1F
 : 1	1516	0	4	5	13	0.9	-1	15	90	1.5
COC(=O)c1ccc(NC(=S)NCCCN2CCCC2=O)cc1
 : 1.1	1519	-4	-6	-3	0	1	-2	-1	105	-0.18
CC(C)c1ccccc1NC(=O)c1ccc(CN(c2ccccc2)S(=O)(=O)c2ccccc2)cc1
 : 1	1477	-7	0	-4	-2	1.2	-1	-23	104	x
O=C(NNC1=C(C(=O)C(F)(F)F)CCC1)c1cccnc1
 : 1	1798	6	9	1	12	1.4	8	-44	94	0.3
COc1ccc(C(=O)C2CCCN(C(=O)CCc3ccccn3)C2)c(C)c1 (centres undefined)
 : 1	1565	0	1	0	2	0.9	1	7	103	0.84
CCOCCCNC(=S)NCCCNc1nc2c(C)c(C)ccc2cc1C#N
 : 1	1777	24	4	2	27	1.3	5	-28	81	-0.85
CCN(CC)NC(=S)Nc1ccccc1
 : 1	1396	12	1	-8	6	1	1	1	104	x
c1cc(Nc2cccc3nccnc23)c2nccnc2c1
 : 0.8	1641	-18	6	6	33	0.7	9	26	76	0.22
O=C(CCc1ccc(S(=O)(=O)N2CCOCC2)cc1)N1CCCC1
 : 1	1664	0	5	1	13	1	4	1	93	0.011
CCNc1nc(SCCOc2ccc(C)cc2)nc(N(C)C)n1
 : 1	1683	-6	-4	7	16	0.9	-3	10	90	x

Part of the list above, showing only PPARg SRC-3 ag and bIAP act:
Compound	PPARg SRC-3 ag	bIAP act
CCN(CC)NC(=S)Nc1ccccc1	-8	1
COc1cccc(-n2nnc3c(=O)n(CC(=O)Nc4ccc(C)cc4)cnc32)c1	5	1

Following part:
Order of results: TNAP act hi DEA	TR-FRET SRC-2 ct	STAT1 inh	PPARg SRC2 recr	PPARg SRC-3 ag	STAT3 inh	bIAP act	PPARg SRC-1 ag	bIAP inh	STAT3 activator	ROMK primary
CCc1nc2ccccc2c(C(=O)Oc2cccc3cccnc23)c1C
 : 1.1	1449	-17	1	-3	2	0.9	-8	8	105	-0.26
C/C=C(\CS(=O)(=O)c1ccccc1)S(=O)(=O)c1ccccc1
 : 1.1	1727	15	8	15	22	0.9	8	9	83	x
CC1(C)Cc2c(c(-c3ccccc3)[nH]c(=O)c2C#N)CS1
 : 1	1480	2	-3	-2	-14	1	-2	-5	119	0.62
O=C(Cc1ccc([N+](=O)[O-])cc1)Nc1ccc2c(c1)OCO2
 : 1	1669	-12	0	0	-5	0.9	6	5	106	0.14
Cc1cc(N(C)C)c(C#N)c(=O)[nH]1
 : 1.1	1558	0	-2	-7	2	0.9	-8	10	101	x
CCOC(=O)N1CCN(S(=O)(=O)c2ccc(C)c([N+](=O)[O-])c2)CC1
 : 1	1792	-3	-2	2	12	1	7	-1	94	-0.023
COc1ccc(Cl)cc1N1CC(C(=O)Nc2nccs2)CC1=O (centres undefined)
 : 1	1626	-4	1	5	5	1	2	3	99	x
c1ccc(-c2nc3nonc3nc2-c2ccccc2)cc1
 : 1	1662	-15	3	20	-9	0.8	2	20	110	-4.2*
CCOc1ccc(/C=C/C(=O)C(C(N)=O)=C2SCCS2)cc1
 : 1	1434	-5	-4	-4	-2	0.9	-9	15	98	x
CCC(CO)[n+]1c(C)cc(/C=C2\Sc3ccccc3N2Cc2ccccc2)cc1C (centres undefined)
 : 0.8	1706	27	6	8	29	0.9	5	9	73	x
O=C(CSc1nnc(Nc2ccccc2)s1)Nc1cccnc1Cl
 : 1	1584	2	2	2	5	0.2	3	x	98	-0.094
O=C(C1CCCN(S(=O)(=O)c2cccc3cccnc23)C1)N1CCN(c2ccc(F)cc2)CC1 (centres undefined)
 : 1	1670	14	4	2	21	1	1	5	89	x
CS(=O)(=O)NCCOc1ccc(S(=O)(=O)NCCOc2ccccc2)cc1
 : 1	1646	-5	3	0	2	1	2	0	105	-1.1
O=C(N/N=C/c1cn(-c2ccccc2)nc1-c1cccnc1)c1cccnc1
 : 1	1628	2	10	3	7	1.1	18	-10	95	-0.042
CCOc1ccc(NC(=S)Nc2ccccc2C2(C)CC2)cc1
 : 1	1596	15	2	0	14	0.9	3	10	92	0.8
O=C(O)/C=C/C(=O)Nc1ccc(OC(F)F)cc1
 : 1.1	1735	-8	8	4	-6	1	12	2	106	0.89
Cc1ccc(C)c(C(=O)OCC(=O)Nc2cccc(S(=O)(=O)NC3=NCCCCC3)c2)c1
 : 1	1421	7	-12	-3	12	0.9	-4	8	97	-1.3
CCCc1nnc(SCc2ccc(OC)cc2)n1N
 : 1	1496	-7	6	-5	2	0.9	-2	7	102	0.72
O=C(Nc1ccc(C(=O)N2CCOCC2)cc1)c1cccs1
 : 1.1	1650	3	8	6	6	0.9	13	8	97	-0.83
CCOC(=O)C1CCN(C(c2cc3cc(C)cc(C)c3[nH]c2=O)c2nnnn2C2CCCCC2)CC1 (centres undefined)
 : x	1488	11	11	7	9	x	3	x	95	x
c1ccc2c(c1)oc1c(NCCCN3CCOCC3)ncnc12
 : 1.1	1724	-3	18	10	-1	0.9	3	9	103	x
COc1ccc(NC(=S)NNC(=O)CCn2cc([N+](=O)[O-])cn2)cc1
 : 1	1526	-3	2	1	6	1.3	11	-31	104	0.44
O=C(/C=C/c1ccc2c(c1)OCO2)NCc1ccco1
 : 1	1437	-4	-1	1	2	1.1	0	-11	106	0.46
COC(=O)Cn1cnc(=O)c(C#N)c1/C=C/N(C)C
 : 1.1	1663	0	5	-12	2	1	8	0	102	0.022
O=C(CCCN1C(=O)/C(=C\c2ccco2)SC1=S)Nc1cccc2ccccc12
 : 0.9	1530	-1	0	1	-11	0.9	2	5	107	-1.1
CCOC(=O)[C@H]1O[C@@H]1C(=O)N[C@@H](CC(C)C)C(=O)NCCC(C)C
 : 1	1376	x	3	-4	x	0.9	-5	6	x	x
CN(Cc1cnn(C)c1)C(=O)c1cc2ccccc2oc1=O
 : 1	1545	6	5	3	0	0.9	7	8	104	0.088
CN1CCN(C(=S)NCCc2ccccc2)CC1
 : 1	1608	-3	6	-1	-5	0.9	0	12	109	x
CC(=O)C1=C(O)C(=O)N(c2ccc(S(=O)(=O)Nc3nccs3)cc2)C1c1ccc([N+](=O)[O-])cc1 (centres undefined)
 : 1	1678	-18	4	5	1	1	1	1	105	-0.29
COc1ccc(C2C(C(=O)NCCN(C)C)c3ccccc3C(=O)N2C)cc1OC (centres undefined)
 : 1	1519	-16	11	12	2	1	3	-4	100	-0.28
Cc1ccc(/C=N/n2c(-c3ccncc3)n[nH]c2=S)o1
 : 1	1664	-2	-2	3	3	1	12	-4	99	0.57
COc1ccc(-c2csc3ncnc(Nc4ccc(O)cc4)c23)cc1
 : 1.1	1629	0	3	1	7	1.1	10	-11	98	0.71
C#CCOCCOCCOCCNc1nc(N2CCN(C(=O)Cn3cc(CCCN=C(N)N)nn3)CC2)nc(N2CCN(C(=O)[C@H](C)n3cc(CCCN=C(N)N)nn3)CC2)n1
 : 1	1337	-8	-6	-1	-12	0.9	-1	14	108	-0.036
COc1ccc(C(=O)C2CCCN(Cc3cn(C)nc3-c3ccccc3)C2)cc1F (centres undefined)
 : 1	1663	2	0	-1	1	1	5	3	104	-1.4
